Screens from PubChem.
CF NFkB inh = inhibitors of PAF-induced NF-kB signaling, primary screen, cell-based, GFP fluorescence, uHTS; KKLEB NF-kB-GFP reporter, GFP fluorescence overnight; inhibition, % at 5 µM; 0.86% of 360,000 active; AID 588850, 2011;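 active = at least 50% inhibition at 5 µM, scaled per plate between neutral and stimulator controls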;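 note: PAF is a Pseudomonas aeruginosa culture filtrate used as stimulus; plate controls were PAF-stimulated DMSO wells for no effect and unstimulated DMSO wells for full effect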
KKLEB cytotox = cytotoxicity in KKLEB CF airway cells, primary screen, cytotoxicity control for CF NF-kB inhibitor project, cell-based, uHTS, fluorescence assay plates. KKLEB CF airway cells viability, ATPlite luminescence, overnight; active compounds read low; cells stimulated with P. aeruginosa culture filtrate. activity change (cytotoxicity), % at 5 µM. 0.36% of 360,000 active. AID 602141, 2011;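 active = corrected activity change at or below -50% at 5 µM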
EBV LMP1 NFkB = EBV LMP1-driven NF-kappaB luciferase reporter inhibitors, primary screen, cell-based, luminescence, single point; AID 504558, 2011; inhibition, % at 12.5 µM; 0.69% of 350,000 active; LMP1-induced NF-kappaB luciferase reporter cells; in the data active = inhibition above about 41%;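 note: 0% = neutral control wells and 100% = reference inhibitor control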
COUP-TFII inh = NR2F2 transcriptional activity inhibitors, primary screen, cell-based, luciferase reporter, HEK293T, luminescence; HEK293T NGFI-A luciferase reporter; 0.7% of 370,000 active; COUP transcription factor 2 (Homo sapiens), P24468; inhibition, % at 8.6 µM;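 active = inhibition above a per-plate cutoff, mean inhibition of test wells between control levels plus 3 SD, cut at about 38% in these data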;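 note: cells cotransfected with COUP-TFII expression vector driving the NGFI-A reporter; 0% = median of COUP-TF2 test wells and 100% = reporter-only cells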
TROY signal inh = inhibitors of TROY-driven NF-kB signaling, primary screen, Q293 LMP1-TROYcd cells, NF-kB luciferase, uHTS; Q293 LMP1-TROYcd NF-kB luciferase reporter, 4 h; inhibition, % at 10 µM; 0.98% of 360,000 active; AID 1347056, 2019;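 active = compounds whose plate-normalised and pattern-corrected inhibition of the luciferase reporter signal at the single screening dose is 50% or more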
SRC1 inh = SRC1 coactivator transcriptional activity inhibitors, primary screen, cell-based, luminescence; 0.12% of 360,000 active; inhibition, % at 3.6 µM; HEK293 GAL4-SRC1 luciferase reporter; AID 588354, 2011; Nuclear receptor coactivator 1 (Homo sapiens), Q15788;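 active = inhibition above the campaign mean plus 3 SD, with each screening campaign given its own cutoff, cut at about 60% in these data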;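 note: 0% = DMSO treated cells and 100% = gossypol at 36 µM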
Target sequence (Q15788 whole entry, looked up, the tested form may be a part): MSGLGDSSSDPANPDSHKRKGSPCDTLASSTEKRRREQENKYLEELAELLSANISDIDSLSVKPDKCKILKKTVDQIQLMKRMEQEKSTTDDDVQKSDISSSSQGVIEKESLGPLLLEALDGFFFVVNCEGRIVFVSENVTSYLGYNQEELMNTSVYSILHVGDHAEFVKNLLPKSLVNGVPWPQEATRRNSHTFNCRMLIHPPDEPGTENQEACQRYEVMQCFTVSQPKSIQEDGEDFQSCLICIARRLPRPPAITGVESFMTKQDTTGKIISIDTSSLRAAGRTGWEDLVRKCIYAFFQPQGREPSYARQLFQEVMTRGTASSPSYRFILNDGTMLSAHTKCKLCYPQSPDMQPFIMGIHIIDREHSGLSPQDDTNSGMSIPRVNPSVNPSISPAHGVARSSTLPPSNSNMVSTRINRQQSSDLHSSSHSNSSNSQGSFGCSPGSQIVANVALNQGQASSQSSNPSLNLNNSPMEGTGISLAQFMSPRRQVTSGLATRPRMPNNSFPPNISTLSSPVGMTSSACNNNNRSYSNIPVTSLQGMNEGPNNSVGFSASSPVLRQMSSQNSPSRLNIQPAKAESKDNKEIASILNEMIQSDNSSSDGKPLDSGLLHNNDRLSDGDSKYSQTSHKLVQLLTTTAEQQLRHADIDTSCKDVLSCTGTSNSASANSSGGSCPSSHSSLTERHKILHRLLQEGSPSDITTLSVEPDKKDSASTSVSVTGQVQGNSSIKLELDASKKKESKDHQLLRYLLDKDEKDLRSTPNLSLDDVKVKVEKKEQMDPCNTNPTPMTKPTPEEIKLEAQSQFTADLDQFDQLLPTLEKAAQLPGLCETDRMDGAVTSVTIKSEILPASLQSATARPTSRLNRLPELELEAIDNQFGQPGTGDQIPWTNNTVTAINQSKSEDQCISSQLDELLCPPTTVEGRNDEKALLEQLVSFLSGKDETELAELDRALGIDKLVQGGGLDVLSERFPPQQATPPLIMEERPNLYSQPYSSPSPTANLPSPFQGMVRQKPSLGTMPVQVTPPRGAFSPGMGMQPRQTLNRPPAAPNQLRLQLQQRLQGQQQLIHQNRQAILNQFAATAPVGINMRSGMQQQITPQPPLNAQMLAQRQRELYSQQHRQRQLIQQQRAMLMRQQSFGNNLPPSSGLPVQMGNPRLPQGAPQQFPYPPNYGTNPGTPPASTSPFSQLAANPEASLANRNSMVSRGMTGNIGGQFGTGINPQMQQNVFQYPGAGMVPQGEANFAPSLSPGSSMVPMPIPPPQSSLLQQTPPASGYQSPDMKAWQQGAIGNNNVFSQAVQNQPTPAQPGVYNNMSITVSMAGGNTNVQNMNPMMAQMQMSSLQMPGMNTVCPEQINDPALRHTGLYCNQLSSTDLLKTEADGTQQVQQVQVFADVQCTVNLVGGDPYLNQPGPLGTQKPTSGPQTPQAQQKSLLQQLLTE
C8 TRAIL sens = viability loss with TRAIL in NB7+C8 cells, primary screen, TRAIL sensitizer project, cell-based, ATPlite luminescence; AID 624354, 2012; 1% of 360,000 active; inhibition (viability loss, TRAIL sensitization), % at 10 µM;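 active = compounds causing at least 50% loss of cell viability in the single-dose screen, relative to plate controls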
NCOA3 inh = SRC3 coactivator transcriptional activity inhibitors, primary screen, cell-based, luminescence | Nuclear receptor coactivator 3 (Homo sapiens), Q9Y6Q9 | HEK293 GAL4-SRC3 luciferase reporter | inhibition, % at 3.6 µM | 0.17% of 360,000 active | AID 588352, 2011;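 active = inhibition above a per-campaign cutoff, the mean of all compounds plus 3 SD, cut at about 60% in these data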;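 note: 0% = DMSO-treated cells and 100% = gossypol-treated cells at 36 µM; higher means less SRC3-driven luciferase light from the GAL4 reporter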
Shn3 inh set2 = reduction of Shn3 3'UTR firefly luciferase signal, primary screen, Schnurri-3 inhibitor project, cell-based, Clone20 osteoblasts, set 2 | Clone20 osteoblast Shn3 3'UTR firefly luciferase, 24 h | inhibition, % at 12.5 µM | 0.52% of 360,000 active;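 active = mean inhibition of at least 75% with every replicate also reaching 75%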;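 note: 0% = median of neutral control wells and 100% = pilot-screen positive control compound; some compounds past the cut are filed as inactive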
TWEAK-Fn14 inh = inhibitors of TWEAK-Fn14 signaling, primary screen, luciferase reporter cells, uHTS; 2% of 360,000 active; AID 1159606, 2016; TWEAK-stimulated Fn14 reporter cells, luciferase luminescence, 8 h; inhibition, % at 10 µM; in the data active = inhibition above about 50%
LRH-1 inv ag = LRH-1 (NR5A2) inverse agonists, primary screen, cell-based, luminescence, HEK293T, StAR-luciferase reporter | Nuclear receptor subfamily 5 group A member 2 (Homo sapiens), O00482 | LRH-1 transfected, 24 h | inhibition, % at 3.6 µM | AID 602396, 2012 | 0.13% of 360,000 active;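 active = inhibition above the mean inhibition of all tested compounds plus 3 SD, cut at about 73% in these data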;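 note: 0% = DMSO wells and 100% = reporter-only cells lacking LRH-1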
* hit, by the source's call; x = not tested or not shown.

No.	molecule	CF NFkB inh	KKLEB cytotox	EBV LMP1 NFkB	COUP-TFII inh	TROY signal inh	SRC1 inh	C8 TRAIL sens	NCOA3 inh	Shn3 inh set2	TWEAK-Fn14 inh	LRH-1 inv ag
1	C=CCn1c(SCC(=O)Nc2ccc3c(c2)CCC3)nc2ccccc2c1=O	-0.4	9.8	3.8	10.7	6.8	9.9	-10.7	-3.1	-19.3	2.9	2.8
2	C/C(=N\NC(=O)NC1CCCCC1)c1ccc(Cl)s1	28.8	-26.2	-9.5	-9.8	7.5	21.5	10.4	2.5	18.3	-6.1	-3.1
3	O=C(Nc1ccccc1Sc1ccccc1)c1ccccc1	4.8	-1.4	-4.4	18.8	-2.0	7.5	-2.1	18.5	-2.0	-10.2	3.7
4	NC(=O)C1CC=CCC1C(=O)OCC(Cl)=C(Cl)Cl (stereo not given)	3.1	5.6	-8.4	-3.1	-1.5	-17.7	0.5	0.6	-13.3	-18.6	14.5
5	COc1ccccc1CN(Cc1cc2cc(C)cc(C)c2[nH]c1=O)Cc1nnnn1CC1CCCO1 (stereo not given)	3.5	-1.6	-3.7	12.5	-0.3	-3.0	9.5	0.0	46.1	-3.1	-0.2
6	Cc1ccc(NS(=O)(=O)c2ccc(OCC(=O)N3CCOCC3)cc2)cc1	3.6	-2.2	-14.4	16.5	17.8	13.6	-1.6	1.6	-12.5	21.2	7.8
7	COc1ccccc1NC(=S)NC(=O)Cc1ccccc1	8.1	-20.6	x	2.3	-12.8	-30.0	1.7	8.6	-13.1	-4.7	-7.3
8	CN(Cc1c(C(=O)N/N=C/c2c(F)cccc2Cl)nnn1-c1nonc1N)C1CCCCC1	11.1	-3.2	-0.9	13.2	1.3	0.8	-19.3	-2.2	-0.8	-8.8	-7.0
9	O=C(NCCc1ccccc1)C1CCC(=O)N(CCCN2CCCC2=O)C1 (stereo not given)	-13.6	12.2	1.0	0.6	2.3	5.3	9.2	9.2	7.9	1.7	-5.1
10	Cc1ccc(F)cc1C(=O)N1CCCC(c2cc(C(=O)NCc3ccc(F)cc3)no2)C1 (stereo not given)	4.2	-14.7	x	29.4	-3.0	9.3	8.8	-0.8	9.8	3.7	8.6
11	CCN(Cc1ccccc1)C(=O)c1ccc(N(C)S(=O)(=O)c2ccc(C)cc2)cc1	23.4	0.9	-3.2	18.6	7.1	-14.7	-6.7	1.2	11.1	6.3	27.4
12	O=C(C1CCC1)N1CCCc2cc(S(=O)(=O)N3CCN(c4ccccc4)CC3)ccc21	17.3	-2.4	-8.1	3.5	11.9	-7.3	3.6	-2.4	20.1	-11.4	-8.6
13	CCS(=O)(=O)c1ccc2oc(Nc3cc(C)cc(C)c3)nc2c1	7.9	0.1	2.5	11.2	12.1	-12.3	16.7	4.6	51.7	-34.3	-16.6
14	COCCNC(=O)c1c[nH]c2ccc(S(=O)(=O)N3CCC4(CC3)OCCO4)cc2c1=O	-24.4	0.0	3.7	3.9	11.7	-6.1	11.5	-9.6	0.1	28.6	-3.8
15	Cc1ccc(NC(=O)C(C)Sc2nnc3ccccn23)cc1 (stereo not given)	27.6	3.4	-2.0	-16.1	-19.3	-1.9	-4.8	0.0	-1.4	-10.1	-12.4
16	CCn1nc(NC(=O)c2ccncc2)c2cc3ccc(C)cc3nc21	-19.2	12.5	-3.0	15.3	7.2	-2.8	3.4	5.4	1.3	-11.6	4.1
17	CC1(C)CC(=O)C2=C(C1)N(N1CCOCC1)C(N)=C(C#N)C2c1cccnc1 (stereo not given)	6.9	1.7	-3.8	8.0	13.6	-4.8	-7.2	15.9	-13.6	-6.1	6.7
18	COC(=O)c1ccc(NC(=S)Nc2ccc(O)cc2)cc1	0.2	-14.3	-3.4	-14.8	2.0	3.0	0.4	-23.5	-1.5	8.8	0.6
19	CCCn1c(Oc2ccccc2)nc2c1c(=O)n(C)c(=O)n2C	7.0	-3.7	14.8	10.7	-13.7	11.1	-13.6	2.0	23.2	21.2	-3.3
20	CCOCCOC(=O)C(C)Sc1n[nH]c(=O)[nH]c1=O (stereo not given)	-4.3	4.6	7.3	9.8	11.7	-19.8	-5.6	20.9	2.2	-1.2	-1.4
21	Cc1cccc(OCC(=O)N2CCN(S(C)(=O)=O)CC2)c1	-5.5	-8.5	1.2	-1.1	-7.8	3.2	-15.9	2.7	7.6	0.7	11.9
22	Cn1c(=O)[nH]c(=O)c2c1nc(SCC(=O)O)n2CCc1ccccc1	8.3	1.8	-4.0	19.2	2.4	-40.9	5.4	-6.0	2.2	16.8	-2.6
23	CCc1nnc(NC(=O)c2ccc(S(=O)(=O)N(CCOC)CCOC)cc2)s1	-15.5	4.2	-12.5	-7.7	-29.1	-26.2	-12.7	-3.3	-19.5	-3.5	-44.8
24	Oc1ccc(Br)cc1C1Nc2ccccc2S1 (stereo not given)	-12.9	6.9	-21.8	-4.4	-49.8	-27.4	25.9	-20.6	-59.8	-6.6	-19.9
25	N#C/C(C(=O)N1CCCCC1)=C1\Nc2ccccc2S1	-6.0	6.5	-20.6	-60.2	-55.9	-57.3	12.9	-87.6	-45.7	-12.2	-65.0
26	CCN(CC)S(=O)(=O)c1ccc(NC2c3ccccc3C(=O)N2CCN2CCOCC2)cc1 (stereo not given)	-6.7	-0.2	-1.4	0.7	2.2	6.5	-21.3	-4.8	11.2	1.5	0.6
27	O=C(CCC(=O)Nc1nnc(C2CCCCC2)s1)Nc1ccc(F)cc1	14.4	-8.2	-4.1	9.3	-43.7	-8.6	-6.0	1.8	-6.6	-16.1	-3.5
28	C=CCn1c(CCC(=O)O)ccc1-c1ccc(OC)cc1	-6.7	6.7	-5.1	11.1	19.0	17.6	-1.8	0.9	-3.6	12.6	11.2
29	COC(=O)Nc1ccc(OCC(=O)N2CCOCC2)cc1	2.2	2.9	-1.9	-13.6	-7.3	7.3	-18.8	20.3	10.5	-14.0	7.4
30	CCCn1nnnc1SCC(=O)NNC(=O)c1ccco1	-28.1	3.9	4.3	-3.5	4.5	-0.2	-2.9	13.7	-8.1	11.4	-1.5
31	COC(=O)[C@@H](Cc1ccccc1)NS(=O)(=O)N[C@H](Cc1ccccc1)C(=O)OC	19.9	-19.7	-13.2	6.7	6.6	-24.6	-3.6	-14.5	8.4	2.8	-5.3
32	COc1ccc(C(=O)N/N=C/c2ccc(OC)c(COc3ccccc3)c2)cc1	-15.6	4.8	-0.1	-4.1	-3.3	5.8	4.4	5.6	-6.0	35.3	19.9
33	CCNCCOC(c1ccccc1)c1ccccc1	5.7	-5.5	-1.0	-17.9	11.7	-10.0	0.3	10.3	-4.0	-12.8	-5.6
34	CC(=O)NCCn1c(SCc2cccc([N+](=O)[O-])c2)nc2ccccc2c1=O	8.5	-2.7	-4.2	4.0	11.1	-62.5	-9.5	-1.4	-10.1	-7.8	4.1
35	Cc1cc(C)n2nc(SCC(=O)N(C)C3CCCCC3)nc2n1	-5.3	5.1	1.4	5.4	-3.8	-12.4	-0.1	-7.5	5.6	-4.3	0.3
36	CCOC(=O)c1ccccc1N=N/C(C(C)=O)=C(/C)O	2.0	-0.9	1.7	-1.6	-7.3	-1.7	-7.7	22.5	20.6	-11.9	-4.5
37	CC(C)(C)Sc1ccccc1S(=O)(=O)C(C)(C)C	2.0	-7.4	-3.5	22.4	-3.8	-69.8	19.4	-8.5	12.6	3.7	-21.3
38	CCOc1ccccc1/C=N/n1c(C)nc2ccccc2c1=O	-3.7	-5.7	-0.2	1.5	-18.0	-5.5	11.6	6.3	-14.0	3.2	12.2
39	C=CCSC1=N/C(=C\c2ccc3c(c2)OCO3)C(=O)S1	4.0	-1.6	11.7	-1.2	5.7	0.2	-7.8	6.7	-5.5	10.4	16.5
40	O=C(Oc1ccc2c(-c3ccccc3)cc(=O)oc2c1)C1CCCCC1	26.6	5.1	4.2	3.0	-20.3	0.1	1.1	-1.7	1.3	10.7	5.0
41	CCOC(=O)Cc1c(C)nc(SC)[nH]c1=O	-3.1	5.9	-3.0	-15.7	-14.7	12.0	0.6	7.2	-30.2	0.9	-9.0
42	O=C(Cn1cnc2ccccc21)N/N=C/c1ccco1	-0.5	11.1	3.6	-25.9	-3.3	-0.2	-1.0	-4.2	-3.2	0.4	5.4
43	CC1=CC2=NC(=O)CC(C)(C(=O)N(CC(=O)NC3CCCC3)Cc3ccc(Cl)cc3)N2C=C1 (stereo not given)	-23.5	3.6	1.6	-7.1	10.4	14.2	-2.1	-1.5	3.0	18.4	3.9
44	Cc1cc(Cl)ccc1N1C(=O)CC(NNC(=O)c2cccnc2)C1=O (stereo not given)	14.6	-6.3	1.2	1.9	-5.2	-68.7	15.8	11.1	-17.4	-3.1	6.1
45	C#CCN(C[C@H]1[C@H](OC(=O)NCC2CCCCC2)[C@H](OC(=O)NCC2CCCCC2)C[C@@H](C(=O)OC)[C@H]1C(=O)OC)S(=O)(=O)c1ccc(C)cc1	-2.3	-0.6	-7.4	11.8	21.8	-25.8	15.3	-15.1	61.3	10.7	-16.5
46	COc1cccc(CNC(=O)CCCn2nc(C)n3c(cc4sccc43)c2=O)c1	3.1	-7.8	11.7	1.0	-28.0	1.0	6.6	3.5	-26.0	-19.5	11.3
47	CCOC(=O)N1CCN(C(=O)CSCc2ccc(C)cc2)CC1	-2.3	0.1	-4.5	2.4	25.0	-0.8	-2.5	12.6	4.4	-11.2	-4.0
48	CCc1nnc(NC(=O)COC(=O)CN2C(=O)c3ccccc3C2=O)s1	-1.2	3.0	2.6	-11.4	-5.5	-8.0	0.1	7.8	-5.5	-8.0	8.8

Gathered by group, the compounds so far with a furan ring, fused or not
No.	molecule	CF NFkB inh	KKLEB cytotox	EBV LMP1 NFkB	COUP-TFII inh	TROY signal inh	SRC1 inh	C8 TRAIL sens	NCOA3 inh	Shn3 inh set2	TWEAK-Fn14 inh	LRH-1 inv ag
30	CCCn1nnnc1SCC(=O)NNC(=O)c1ccco1	-28.1	3.9	4.3	-3.5	4.5	-0.2	-2.9	13.7	-8.1	11.4	-1.5
42	O=C(Cn1cnc2ccccc21)N/N=C/c1ccco1	-0.5	11.1	3.6	-25.9	-3.3	-0.2	-1.0	-4.2	-3.2	0.4	5.4

These rows are one share of the data, so the mix of outcomes need not match the whole.
